# miR-122 sensor = blocks miR-122 activity in Huh7 sensor cells. Huh7 miR-122 Renilla luciferase sensor, 48 h; neutral wells = 0, positive control = 100. activation (reporter increase), % at 12.5 µM. hit rate 0.3% among 340,000;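 active means mean replicate activation score at least 90 and every replicate individually at or above 90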;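 further: higher luciferase means less miR-122 activity so hits act as miR-122 inhibitors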
# * = called active by the depositor. Some of the compounds tested. The share of hits here may be higher or lower than overall.
miR-122 sensor	mol
4.3	CCn1c(CNc2ccc(F)cc2)nnc1SCC(=O)N1CCCc2ccccc21
-4.8	CCn1c(C)nc2cc(C(=O)OC(C(F)(F)C(F)F)C(F)(F)C(F)F)ccc21
-2.6	Nc1nc(CN2CCCCCC2)nc(Nc2ccc(F)cc2)n1
-1.8	O=C(c1ccco1)N1CCN(S(=O)(=O)c2cccc3nsnc23)CC1
57.5	CC1(C(=O)O)CC(C)(C(=O)O)CC(C)(C(=O)O)C1 (configuration not stated)
-0.3	COc1ccc(C(=O)Nc2ccc(Cl)cc2C(=O)NCc2ccco2)cc1OC
-4.6	CCOC(NC(=O)c1ccccc1)C(NC(=O)c1ccccc1)OCC (configuration not stated)
0.8	O=C1CC(c2ccccc2)CC(O)=C1C=NCCN1CCN(C(=S)Nc2cccc(Cl)c2)CC1 (configuration not stated)
1.8	CCCCCCCCCCn1cc(C(C)=O)c(=O)[nH]c1=O
1.4	O=C(Cn1c(O)c(/C=C2\C=Nc3ccc(Br)cc32)sc1=O)N1CCCC1

# (list continues)
miR-122 sensor	mol
-1.8	Cc1c(NC(=O)Cn2nc(C(=O)O)c3ccccc3c2=O)c(=O)n(-c2ccccc2)n1C
9.0	c1ccc2c(c1)OC(CCCN1CCCCC1)c1ccccc1S2 (configuration not stated)
1.1	CCc1ccc(C(=O)/C=C2\Sc3ccccc3NC2=O)cc1
-2.4	Cc1cc(=O)oc(C)c1C(=O)NCc1c(F)cc(F)cc1F
-2.9	CCN1CCC(=NNC(=O)CC23CC4CC(CC(C4)C2)C3)CC1
-1.5	Cc1cc(=O)n2nc(N3CCCC(C(=O)NCCCN4CCc5ccccc5C4)C3)sc2n1 (configuration not stated)
-0.8	Cc1c(Cc2ccccc2)sc(NC(=O)c2ccco2)c1C(N)=O
-9.9	O=c1nc2n(c3c4c(sc13)CCC4)CCC2
5.5	O=C(Nc1ccccc1)c1ccc[n+](Cc2ccc([N+](=O)[O-])cc2)c1
-0.3	CCOC(=O)N1CCN(C(=O)Cc2cccs2)CC1

# Further compounds.
miR-122 sensor	mol
238.1*	COC(=O)CCCCCC(CCC(=O)OC)NC(C)=O (configuration not stated)
0.5	Cc1cc(NC(=O)COn2nnc3ccccc32)no1
6.4	O=C(NCCCn1ccnc1)c1cccc(S(=O)(=O)N2CCCCCC2)c1
-3.2	O=C(Nc1ccccn1)NC1CCCCC1
29.7	CCOc1ccccc1NC(=O)Cc1ccccc1OC
-1.3	Cc1ccccc1NC(=O)Cn1cnc2c1c(=O)n(C)c(=O)n2C
-12.4	Cc1cccc(C)c1NC(=O)C(c1ccc(Cl)cc1Cl)N1CCCCC1 (configuration not stated)
-4.2	COc1ccc(/C=N/S(=O)(=O)CCc2ccccc2)c(OC)c1
-15.0	Cc1ccc(-c2ccc(NC(=O)C3C4C=CC(C4)C3C(=O)O)cc2)o1 (configuration not stated)
-1.9	Cc1ccccc1S(=O)(=O)Nc1nc2ccccc2nc1N1CCc2ccccc2C1

# (more compounds)
miR-122 sensor	mol
-6.4	CCOC(=O)c1c(C)oc2c1c(C(c1ccccc1)N1CCOCC1)c(O)c1ccccc12 (configuration not stated)
9.0	COc1ccccc1Oc1nc(-c2ccccc2)cc(C)c1S(C)(=O)=O
-2.3	CC(C)=C1SC(N2CCN(c3ccc(C)cc3)CC2)=NC1=O
-0.2	COc1ccc(-n2c(SCC(=O)Nc3ccc4c(c3)OCO4)nnc2C(C)N2CCCCC2)cc1 (configuration not stated)
-9.3	Cc1oc(-c2ccccc2Cl)nc1CSCC(=O)N1CCCC1
4.3	CS(=O)(=O)NCc1ccc(C(=O)NC2CCCCC2)cc1
13.6	CC1(C)Cc2noc(N)c2C(C)(C)N1O
2.1	CCC1=Nc2ccc(Br)cc2C(c2ccccc2)N1CC(=O)OC (configuration not stated)
1.9	O=C1CCCC(=O)C1=C1SCCS1
-6.9	O=C(CSc1ncnc2nc[nH]c12)Nc1ccccc1C(F)(F)F

# Later entries
miR-122 sensor	mol
0.8	COc1ccc(-n2nc(C(=O)NCC(=O)Nc3ccccn3)c3ccccc3c2=O)cc1Cl
0.4	O=C(COc1ccc2ccccc2c1Br)N1CCOCC1
-0.1	Cc1ccc(C(=O)Nc2ccon2)cc1S(=O)(=O)N1CCOCC1
-0.2	COc1ccc(N(Cc2cc3ccc(C)cc3[nH]c2=O)C(=O)c2ccco2)cc1
2.2	Cc1ccc(OC(=O)c2cccc(S(=O)(=O)N(C)C)c2)c(-n2nc3ccccc3n2)c1
2.5	Cc1ccc(-c2csc3nc(C)n(N)c(=O)c23)o1
0.5	CC12CN(S(=O)(=O)c3ccccc3)CC(C)(CN(S(=O)(=O)c3ccccc3)C1)C2
-2.3	CCOc1ccc(NC(=O)CSc2nc3ccccc3c(=O)n2CCNC(C)=O)cc1
7.6	COc1ccc(C(=O)Nc2ccc(C)cn2)c(OC)c1
-9.0	O=C(Nc1ccc2c(c1)OCO2)c1cccc2c1C(=O)N(Cc1cccnc1)C2

# (cont.)
miR-122 sensor	mol
-8.8	O=C(CN1CCN(C(=O)N2CCCCC2)CC1)Nc1ccc(F)cc1
3.0	COC(=O)c1ccccc1OC(=O)c1ccc(Br)o1
0.5	CCOC(=O)C(CC)/C(C)=N/NC(=O)c1ccccc1[N+](=O)[O-] (configuration not stated)
-5.2	COC(=O)CCCC1=CC2=CC(=O)C(C)(OC(=O)c3cccs3)C(=O)C2=CN1c1cccc(C#N)c1 (configuration not stated)
-3.5	OC(CN1CCOCC1)CN(c1ccccc1)c1ccccc1 (configuration not stated)
2.8	O=C(c1cccc(F)c1)N1CCc2ccccc2C1
-7.4	COc1ccc(CNC(=O)C2CCN(S(=O)(=O)N3CCOCC3)CC2)cc1
-10.0	COCCCn1c(SCC(=O)Nc2cccc(C(=O)OC)c2)nnc1-c1ccncc1
-2.9	CC1CC(Nc2cccc(O)c2)=CC(=O)O1 (configuration not stated)
6.7	O=C(CSc1c2c(nc3ccc(Cl)cc13)CCCC2)NCc1ccco1

# (listing goes on)
miR-122 sensor	mol
11.0	CNC(=S)N1N=C(c2ccc(C)cc2)CC1c1ccc(Cl)cc1 (configuration not stated)
0.9	C=CCc1c(C)nc(SC)nc1Nc1ccccc1
-1.2	CCN(CC(=O)NC1CCS(=O)(=O)C1)C(=O)COc1ccccc1-c1ccccc1 (configuration not stated)
-25.1	Cc1c(C(=O)NCc2cccnc2)oc2ccccc12
-9.5	CCn1cc(C(=O)NCc2ccccc2)c(=O)c2cc(F)c(N3CCN(C(=O)c4ccco4)CC3)cc21
-2.2	O=C(O)C(Cc1ccccc1)N1Cc2ccccc2C1=O (configuration not stated)
10.5	O=C(NC1CCCCC1)C1CCN(c2cnccn2)CC1
2.3	O=C(c1coc2ccc(O)c(CN3CCOCC3)c12)C1CC1
1.5	Cc1ccc(/C=N\NC(=O)c2cc(OCC(F)(F)F)ccc2OCC(F)(F)F)cc1
0.6	O=C(c1ccc(Cl)cc1)N1CCCOC1

# (list continues)
miR-122 sensor	mol
0.7	Oc1ccccc1C1=Nc2nc3ccccc3n2C(c2ccccc2)C1 (configuration not stated)
-12.3	O=C(Nc1ccc2c(c1)OCO2)C1CCN(S(=O)(=O)Cc2ccccc2)CC1
-1.7	CCOc1ccc(/C=N/N(C)c2ccccc2)cc1OC
-4.6	CC(=O)Nc1ccc(S(=O)(=O)NNC(=O)c2cc3c4ccccc4n(C)c3s2)cc1
-0.9	O=C1CC(c2ccco2)CC2=C1C=Nc1ccccc1N2 (configuration not stated)
-20.5	Cc1nc2ccc(NC(=O)c3cccs3)cc2c(=O)n1Cc1ccc(Cl)cc1
4.4	CCC1(CC)Cc2ccccc2C(Nc2c(C)n(C)n(-c3ccccc3)c2=O)=N1
-7.7	CN(C)c1ccc(/C=N\NC(=O)c2ccc(Cn3cc(Cl)cn3)cc2)cc1
14.7	CCOc1ccc(CC(=O)NNC(=S)NC2CCCCC2)cc1OCC
-0.7	COCCN(CC(=O)NCc1ccccc1)C(=O)CCC(=O)Nc1nccs1

# (cont.)
miR-122 sensor	mol
1.8	Cc1cccnc1NC(=O)Cn1nc(C)c([N+](=O)[O-])c1C
1.2	COc1ccc(CCN2C(=O)CCC2(C)C(=O)NCc2cccnc2)cc1OC (configuration not stated)
-4.4	O=C(CSc1nc2c(c(=O)n1-c1ccc(F)cc1)SCC2)N1CCCC1
-6.8	c1ccc(-c2nn3c(Cn4nnc5ccccc54)nnc3s2)nc1
-1.0	CS(=O)(=O)Nc1ccc2c3c(cccc13)CC2
-4.8	COc1ccc(NC(C)=O)cc1NC(=O)CN1CCN(C(=O)c2ccco2)CC1
-1.2	Cc1cccc(NC(=O)C2(c3cccs3)CCOCC2)c1
-3.4	CCCCS(=O)(=O)NC1=NCN(Cc2ccco2)CN1
-4.4	Cc1sc2nc(CN(C(=O)NC3CCCCC3)C3CCCCC3)[nH]c(=O)c2c1C
-1.9	CCc1sc(N(C(=O)Cc2ccccc2)c2ccc(F)cc2)nc1-c1ccccc1

# The listing continues.
miR-122 sensor	mol
-3.8	Cc1ccc2c(c1)-c1c(ssc1=S)C(C)(C)N2C(=O)CN1C(=O)c2ccccc2C1=O
2.9	Cc1cc(Nc2cccc(C(F)(F)F)c2)n2nc(C)nc2n1
14.1	CCSc1nc(N2CCOCC2)c2c(c1C#N)CCCC2
-1.9	Brc1cccc(-c2cnc3n2CCCCC3)c1
-7.4	O=C(Nc1ccc(-c2nnc3n2CCCCC3)cc1)c1cnccn1
-3.3	O=C(O)COc1nsnc1N1CCOCC1
0.7	CCOc1ccc(Nc2nc3c(c(=O)[nH]2)CCCC3)cc1
-6.8	CC1CC(=O)c2cnc(N3CCOCC3)nc2C1 (configuration not stated)
1.0	CCCCC(=NCCO)C1=C(O)C(C(=O)OC)C(C)(C)CC1=O (configuration not stated)
33.0	CC1CCCN(C(=O)CCCn2c(=S)[nH]c3ccccc3c2=O)C1 (configuration not stated)

# Next section, starting with the last 6 of the part before.
miR-122 sensor	mol
-7.4	O=C(Nc1ccc(-c2nnc3n2CCCCC3)cc1)c1cnccn1
-3.3	O=C(O)COc1nsnc1N1CCOCC1
0.7	CCOc1ccc(Nc2nc3c(c(=O)[nH]2)CCCC3)cc1
-6.8	CC1CC(=O)c2cnc(N3CCOCC3)nc2C1 (configuration not stated)
1.0	CCCCC(=NCCO)C1=C(O)C(C(=O)OC)C(C)(C)CC1=O (configuration not stated)
33.0	CC1CCCN(C(=O)CCCn2c(=S)[nH]c3ccccc3c2=O)C1 (configuration not stated)
-2.6	O=C(Cc1ccccc1)N1CCN(C(=O)c2cccs2)CC1
-3.9	CCn1c(C(=O)N2CCCC(C(=O)NCCc3ccc(C)cc3)C2)cc2sccc21 (configuration not stated)
-3.5	O=C(CNS(=O)(=O)c1ccc(F)cc1)Nc1ccc(C(F)(F)F)cc1
7.6	CC1(C)C(c2ccccc2)=NC(c2ccccc2)N1O (configuration not stated)
-7.3	O=C(O)C1Cc2ccccc2CN1C(=O)c1ccccc1Cl (configuration not stated)
0.1	COc1ccccc1CNCc1cccs1
10.3	CC(C)C(C(=O)NCC1CCCO1)N(Cc1ccco1)C(=O)CNS(=O)(=O)c1ccc(F)cc1 (configuration not stated)
-0.6	COCCN(CCOC)c1nc(S(=O)(=O)c2ccc(C)cc2)c(Cl)s1
-0.7	CN(Cc1ccccc1)C(=O)CNC(=O)Cn1cnc2ccccc2c1=O
-3.5	O=[n+]1c2c(n([O-])c3ccccc31)CCC2

# Other structures
miR-122 sensor	mol
-0.3	C=CCn1c(COc2ccccc2)nnc1SCC(=O)NCC(=O)OCC
0.1	CN(CC(=O)Nc1nc2ccccc2s1)S(=O)(=O)c1ccc(Br)cc1
-1.0	Cc1cccc2cc(COC(=O)c3ccccc3)c(=O)[nH]c12
-1.6	CCOc1cc(NC(=S)NCCCN2CCOCC2)c(OCC)cc1NC(=O)CC(C)C
-3.7	O=C(CSCc1ccc([N+](=O)[O-])cc1)NC1CC2CCC1C2 (configuration not stated)
-4.9	Cc1nnnn1-c1cccc(C(=O)O)c1
7.6	Cc1ccc(NCC(=O)N/N=C/c2cc3ccccc3nc2Cl)cc1
-7.0	O=C(CN(Cc1ccccc1)C(=O)CSc1nnc(COc2ccccc2)o1)NC1CCCC1
7.7	N#Cc1c(SCc2cccc(Cl)c2)sc(C(=O)c2ccccc2)c1N
-3.3	O=c1[nH]c(CSc2ncccn2)nc2c1cnn2-c1ccccc1

# Structural class, the compounds so far with a cyano group
miR-122 sensor	mol
-5.2	COC(=O)CCCC1=CC2=CC(=O)C(C)(OC(=O)c3cccs3)C(=O)C2=CN1c1cccc(C#N)c1 (configuration not stated)
14.1	CCSc1nc(N2CCOCC2)c2c(c1C#N)CCCC2
7.7	N#Cc1c(SCc2cccc(Cl)c2)sc(C(=O)c2ccccc2)c1N

# 5 neighbouring compounds out of the list so far:
miR-122 sensor	mol
-4.9	Cc1nnnn1-c1cccc(C(=O)O)c1
7.6	Cc1ccc(NCC(=O)N/N=C/c2cc3ccccc3nc2Cl)cc1
-7.0	O=C(CN(Cc1ccccc1)C(=O)CSc1nnc(COc2ccccc2)o1)NC1CCCC1
7.7	N#Cc1c(SCc2cccc(Cl)c2)sc(C(=O)c2ccccc2)c1N
-3.3	O=c1[nH]c(CSc2ncccn2)nc2c1cnn2-c1ccccc1

# More entries
miR-122 sensor	mol
-4.7	COc1ccccc1NC(=O)c1ccc(CN2CCOCC2)cc1
0.2	O=P(O)(CP(=O)(c1ccccc1)c1ccccc1)c1ccccc1
-6.6	COc1ccc2oc(C(=O)c3ccccc3)c(NC(=O)CN3CCN(C)CC3)c2c1
-11.6	CCOC(=O)C1CCN(C(=O)CN(c2ccc(Cl)c(C(F)(F)F)c2)S(C)(=O)=O)CC1
-3.2	O=C(NCC1CCCO1)c1ccc(S(=O)(=O)N2CCC(c3nc4ccc(Cl)cc4[nH]3)CC2)cc1 (configuration not stated)
1.4	CCCSc1nsc(NC(=O)C(c2ccccc2)c2ccccc2)n1
-4.2	Cc1nn(C)cc1C1C2=C(CC(C)(C)CC2=O)N(c2ccccc2)C2=C1C(=O)CC(C)(C)C2
0.0	CCOC(=O)Nc1sc2c(c1C#N)CCC(C)C2 (configuration not stated)
0.1	CN(C)NC(=O)C(NC(=O)c1ccc(N)cc1)C12CC3CC(CC(C3)C1)C2 (configuration not stated)
1.8	O=C(Nc1nnc(C2CC2)s1)c1cccc(S(=O)(=O)N2CCc3ccccc32)c1
